Screening data deposited in PubChem by Sanford-Burnham Center for Chemical Genomics.
SENP8 block-1 = inhibitors of human SENP8 protease. inhibition, % at 20 µM. Q96LD8. AID 602440. 360,000 tested, 0.64% active. recombinant SENP8, Nedd8 substrate fluorescence; in the data active means inhibition mostly above about 40%, no sharp cut-off; inactive means mostly below about 27%
Target sequence (Q96LD8 whole entry, looked up): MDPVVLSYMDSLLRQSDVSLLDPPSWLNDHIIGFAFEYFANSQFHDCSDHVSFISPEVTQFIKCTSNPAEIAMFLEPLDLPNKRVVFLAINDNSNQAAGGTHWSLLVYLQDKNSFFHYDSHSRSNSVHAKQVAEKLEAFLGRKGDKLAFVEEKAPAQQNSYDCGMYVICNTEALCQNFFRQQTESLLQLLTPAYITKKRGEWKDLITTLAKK
PfG6PD inh = PfG6PD (Plasmodium falciparum) enzyme inhibition | AID 504690 | inhibition, % at 20 µM | 350,000 tested, 0.78% active | PfGluPho enzyme, NADPH resazurin-diaphorase fluorescence;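 active means inhibition reaching at least a set limit at 20 µM in the primary screen, cut at about 59% in these data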;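 further: 0% = DMSO wells with substrate and 100% = DMSO wells lacking glucose-6-phosphate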
SENP7 block = inhibitors of human SENP7 protease; inhibition, % at 5 µM; 330,000 tested, 1.5% active; Q9BQF6; recombinant SENP7, Z-RLRGG-aminoluciferin luminescence, 40 min;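 active means inhibition above about 50% at the single test dose, limit read from the data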;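 further: plate controls were DMSO with enzyme for no effect and no enzyme buffer wells for full effect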
Target sequence (Q9BQF6 706-1050 limits assumed): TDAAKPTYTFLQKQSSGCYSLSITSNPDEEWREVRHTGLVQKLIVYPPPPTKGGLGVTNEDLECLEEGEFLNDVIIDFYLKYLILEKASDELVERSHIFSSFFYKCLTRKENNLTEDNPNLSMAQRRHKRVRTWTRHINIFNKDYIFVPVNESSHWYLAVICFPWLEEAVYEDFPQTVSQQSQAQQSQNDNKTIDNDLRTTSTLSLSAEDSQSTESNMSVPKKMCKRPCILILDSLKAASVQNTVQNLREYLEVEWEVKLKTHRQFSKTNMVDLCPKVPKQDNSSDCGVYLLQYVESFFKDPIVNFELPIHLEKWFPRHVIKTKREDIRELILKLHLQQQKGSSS
HKDC1 inhibitor = blocks human hexokinase HKDC1 activity; recombinant HKDC1, G6PDH/diaphorase resazurin coupled fluorescence; inhibition, % at 20 µM; Q2TB90; 340,000 tested, 0.16% active;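 active means inhibition above about 35% when tested at 20 µM, limit read from the data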;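 further: plate controls were DMSO wells with enzyme for no effect and DMSO wells lacking enzyme for full effect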
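Test system: HK5 enzyme. Quantity: 5 µg/mL HK5 final. Reagent: glucose and ATP substrates. Schedule: 90 min reaction incubation at room temperature, dark. Technique: resazurin-to-resorufin fluorescence via G6PDH and diaphorase coupling, 525/613 nm. Control set: DMSO wells with and without enzyme mix.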
SENP6 block = SENP6 protease inhibition | Recombinant SENP6 catalytic domain, aminoluciferin luminescence | inhibition, % at 10 µM | AID 2599 | Q9GZR1 | 330,000 tested, 1.8% active;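 active means inhibition above about 50% at the single tested dose, limit read from the data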;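 further: plate controls were DMSO wells with enzyme for no effect and DMSO wells lacking enzyme for full effect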
Apaf-1 inh = blocks human Apaf-1 apoptosome activity; O14727; reconstituted apoptosome caspase-3 activity, DEVD-Rh110 fluorescence; inhibition, % at 20 µM; 330,000 tested, 0.71% active; active means inhibition of at least 40% at 20 µM;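 further: plate controls were DMSO wells for no effect and DEVD-CHO caspase inhibitor wells for full effect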
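Material: reconstituted apoptosome with Apaf-1, cytochrome c, caspase-9, procaspase-3, dATP; medium: pH 7.5 Hepes buffer with CHAPS, BSA, DTT; also added: cytochrome c and DEVD-Rh110 substrate; timing: 30 min plus 50 min, RT; signal: Rh110 fluorescence intensity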
SENP8 block-2 = inhibitors of human SENP8 protease; Q96LD8; purified SENP8, Z-RLRGG-aminoluciferin cleavage, luminescence; inhibition, % at 10 µM; 330,000 tested, 1.2% active; AID 2540; in the data active means inhibition above about 50%
SENP1 inh = SENP1 (human) catalytic domain inhibition. Q9P0U3. recombinant SENP1 catalytic domain, CyPet-SUMO1-YPet FRET cleavage. inhibition, % at 10 µM. 360,000 tested, 0.21% active;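 active means inhibition at least 30% at 10 µM, raw YFP signal under a set limit, fluorescence ratio 0.5 to 1.5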;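 further: 0% = enzyme with DMSO and 100% = no enzyme wells; some results filed as inactive read as strong as hits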
Target sequence (Q9P0U3 419-644 limits assumed): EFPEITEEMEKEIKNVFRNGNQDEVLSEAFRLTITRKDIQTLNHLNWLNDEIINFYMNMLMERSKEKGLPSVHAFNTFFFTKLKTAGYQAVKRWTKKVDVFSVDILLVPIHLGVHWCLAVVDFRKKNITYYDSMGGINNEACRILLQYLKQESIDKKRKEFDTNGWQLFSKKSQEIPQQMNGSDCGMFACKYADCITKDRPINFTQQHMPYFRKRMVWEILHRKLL
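Test system: recombinant human SENP1 catalytic domain, His6-tagged / Medium: pH 8 Tris buffer with EDTA, NaCl, BME, BSA, NP40, catalase / Also added: SUMO1 FRET substrate flanked by Cypet and Ypet, 25 nM / Times: 50 min reaction at room temperature / Signal: FRET, CFP and YFP emission / Control set: no-enzyme low control and enzyme-plus-DMSO high control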
An asterisk follows results filed as active; nt = no result given.

The line under a structure holds: SENP8 block-1, PfG6PD inh, SENP7 block, HKDC1 inhibitor, SENP6 block, Apaf-1 inh, SENP8 block-2, SENP1 inh
Cc1ccccc1C(=O)c1cccn1CC(=O)NCc1ccccc1
    -4, 9, 11, -12, -13, 8, -14, -1
CCCc1[nH]nc2c1C(c1ccccc1OC)C(C#N)=C(N)O2 (stereo not drawn)
    2, 3, -5, 2, 1, 3, -3, 3
O=C1CSC2(C(=O)N3CCCc4cccc2c43)N1c1cccc(C(F)(F)F)c1 (stereo not drawn)
    8, 12, 8, -7, -9, 19, 4, 1
Cc1ccsc1CN(C)CC(=O)NCC(=O)Nc1ccc(F)c(F)c1F
    13, -5, -4, -6, -17, -8, 4, -1
COc1ccc(CCNC(=S)N2CCC(C(N)=O)CC2)cc1
    23, 36, -1, -8, 2, -11, 2, 2
NC(=O)c1cc2nc(-c3ccco3)cc(C(F)(F)F)n2n1
    -279, 2, -7, -3, -25, 10, -10, -73
Cc1ccc(-c2cc(C(F)(F)F)n3nc(C(=O)N4CCN5CCCC5C4)cc3n2)cc1 (stereo not drawn)
    -221, -9, -5, -4, -33, 21, -6, -6
CN1CC(=O)N(CC(=O)Nc2cccc(S(=O)(=O)N3CCOCC3)c2)C1=O
    2, 2, -7, -11, -17, 10, -13, -1
COc1cc(NC(=S)Nc2ccc(N(C)C(C)=O)cc2)cc(OC)c1
    -1, 2, -5, 2, 7, 3, -5, 8
Cn1c(SCC(=O)Nc2ccc(N3CCOCC3)c(Cl)c2)nnc1C(O)c1ccccc1 (stereo not drawn)
    2, 5, -2, -12, -11, -12, 1, -2

Some of the entries above, reformatted.
Structure | SENP8 block-1 | PfG6PD inh | SENP7 block | HKDC1 inhibitor | SENP6 block | Apaf-1 inh | SENP8 block-2 | SENP1 inh
CN1CC(=O)N(CC(=O)Nc2cccc(S(=O)(=O)N3CCOCC3)c2)C1=O | 2 | 2 | -7 | -11 | -17 | 10 | -13 | -1
COc1ccc(CCNC(=S)N2CCC(C(N)=O)CC2)cc1 | 23 | 36 | -1 | -8 | 2 | -11 | 2 | 2

(further entries)
The line under a structure holds: SENP8 block-1, PfG6PD inh, SENP7 block, HKDC1 inhibitor, SENP6 block, Apaf-1 inh, SENP8 block-2, SENP1 inh
O=[N+]([O-])c1cccc(COc2ncnc3cc([N+](=O)[O-])ccc23)c1
    -26, 27, -4, 7, 6, -1, -7, -25
COc1ccccc1/C=C/CN1CCC(Oc2ccc(C(=O)N3CCCC3)cc2)CC1
    -1, 3, 6, 1, -3, 21, -1, -3
O=C(COc1ccc(C(=O)c2ccccc2)cc1)NC1CCCCCC1
    13, -17, 4, 15, -4, 10, 10, 5
Cc1ccc(N2CCN(S(=O)(=O)N(C)C)CC2)cc1C
    12, 2, -7, -11, 13, 7, 9, 0
COc1ccc2c3c(cccc13)N(C)N=C2C
    -228, 57, 7, 22, 12, 73*, 29, -16
COc1cccc(-c2cc(C(=O)O)no2)c1
    24, -9, 1, -10, 3, -7, 4, 1
CC1CCCN(C(=O)CNC(=O)c2sc3ccccc3c2Cl)C1 (stereo not drawn)
    -6, 12, -1, -1, 1, 13, -13, 0
NCCCC[C@H]1CNC(=O)C(=O)N1CCc1cccc2ccccc12
    6, -3, 4, 2, -7, -6, 4, 0
O=C(NCCc1cccs1)c1ccc(Cl)cc1
    -2, -2, 8, -2, 20, -3, 11, 2
CCCC(C(=O)NCCc1ccc(S(N)(=O)=O)cc1)c1ccccc1 (stereo not drawn)
    6, 9, 0, 4, -15, 2, -8, -4
O=C(Nc1ccn(Cc2ccccc2)n1)c1ccc2c(c1)OCO2
    -2, 1, 7, -7, -17, -10, 0, 2
Cc1ccc(NC(=O)Cn2c(=O)oc3ccccc32)cc1
    13, 0, 15, -6, 0, -12, -1, 2
COc1ccc(C2c3c(n[nH]c3C)CC(C)(O)C2C(C)=O)cc1OC (stereo not drawn)
    6, 1, 1, 8, -6, -2, 9, 3
CC(C)c1ccc(C2NC(=O)c3ccccc3O2)cc1 (stereo not drawn)
    -44, 9, 4, -1, 1, 6, 6, 4
CSc1nc2ccccc2n1CC(=O)Nc1c(C)n(C)n(-c2ccccc2)c1=O
    3, -6, 5, -12, -5, -31, -1, 2
COc1ccc(N2CCN(C(=O)CCNC(=O)Cn3ccc4ccccc4c3=O)CC2)cc1
    15, 21, 3, -5, 7, -12, 5, 3
CCOc1ccc(NC(=O)CCCc2cc(-c3ccc(OCC)cc3)on2)cc1
    1, 6, -6, 0, 3, 3, -4, -1
Cc1ccccc1C(=O)c1c[nH]c(C(=O)NCCCn2ccnc2)c1
    22, -5, 6, -6, -4, -2, -1, 3
CC(C)(C)OC(=O)n1cccc1/C=C1\c2ccccc2C(=O)N1c1ccccc1
    -343, 0, nt, -4, nt, nt, nt, -27
CC1(C)C2CCC1(C)C(OC(=O)C[n+]1ccccc1)C2 (stereo not drawn)
    0, 0, 6, -7, -24, -6, -3, -5
Cc1ccc(NC(=O)CCSc2nnc(-c3ccco3)o2)cc1
    0, -2, 2, 0, -9, 12, 1, 3
Cc1ccc(S(=O)(=O)N(C)CC(=O)N2CCN(Cc3ccccc3)CC2)cc1
    3, -1, -5, -1, 6, 3, -4, -1
Cc1ccc2nc(-c3ccncc3)cc(C(=O)Nc3ccc4c(c3)OCCO4)c2c1
    21, 4, 4, 3, 0, 4, -4, 1
COC(=O)c1ccc(NC(=O)CSc2nc3ncccc3[nH]2)cc1
    4, -14, -10, -2, -3, -7, 5, 1
Cc1ccc(OCC(=O)Nc2cccc(-c3nnc(-c4ccccc4)o3)c2)cc1
    3, 17, 0, 1, -22, 19, -11, 0
CN(CC(=O)NC1CCCCCC1)S(=O)(=O)c1ccccc1
    10, -16, 6, -9, 4, -23, 8, 1
Oc1ccc(/C=N/N2CCN(c3ccccn3)CC2)cc1
    -84, -3, 2, 1, 14, -27, -9, 4
Cc1ccc(NC(=O)CN2C(=O)NC3(CCCCCC3)C2=O)cc1Cl
    17, -6, 1, 3, -10, 16, 2, 0
CCOC(=O)C1CCN(c2cc(=O)n(Cc3ccc(F)cc3)c(=O)[nH]2)CC1
    13, 11, 9, -4, -8, 12, -6, 3
COc1cccc(CNC(=O)CCC2CCCN(C(=O)C3=CC(=O)CC(C)(C)O3)C2)c1 (stereo not drawn)
    2, -16, 5, -7, -5, 3, 8, 1
C=CCn1nc(-c2ccccc2)cc1C(=O)OCC
    8, -2, -3, -2, -1, 0, 4, 0
COc1ccccc1N1CCN(S(=O)(=O)c2ccc3c(c2)oc(=O)n3C)CC1
    8, 6, -7, 6, -19, 9, -6, 0
CN(C)c1ccc(/C=[N+](\[O-])C2SC(=S)N(C)C2(C)C)cc1 (stereo not drawn)
    6, -6, -8, -7, 1, 8, -14, 3
Cc1ccccc1C(=O)Nc1ccc(N(C)C)c2ccccc12
    6, 3, 7, 14, 2, 10, 5, 2
O=C(NCC(=O)N(c1ccc(F)cc1)C(C(=O)NC1CCCC1)c1cccnc1)c1ccco1 (stereo not drawn)
    9, -12, 3, -2, 22, 6, 2, 0
CC(C)CC1NC(=O)c2ccccc2-n2c1nc1ccc(Cl)cc1c2=O (stereo not drawn)
    nt, nt, 3, nt, -7, 2, 8, nt
CCOc1ccc(N2C(=O)C(Cl)=C(Nc3ccccc3O)C2=O)cc1
    6, 33, -9, -1, 41, -6, 24, 36*
COc1ccccc1N(CC(=O)N/N=C/c1ccc(SC)cc1)S(C)(=O)=O
    -16, -16, 6, 15, 2, 11, -2, 1
Cc1ccc(S(=O)(=O)CCc2ccncc2)cc1
    2, -7, -9, 1, -12, 6, -10, 0

Some of the entries above in a different format:
smiles	SENP8 block-1	PfG6PD inh	SENP7 block	HKDC1 inhibitor	SENP6 block	Apaf-1 inh	SENP8 block-2	SENP1 inh
COC(=O)c1ccc(NC(=O)CSc2nc3ncccc3[nH]2)cc1	4	-14	-10	-2	-3	-7	5	1
Cc1ccc(OCC(=O)Nc2cccc(-c3nnc(-c4ccccc4)o3)c2)cc1	3	17	0	1	-22	19	-11	0
CN(CC(=O)NC1CCCCCC1)S(=O)(=O)c1ccccc1	10	-16	6	-9	4	-23	8	1
Oc1ccc(/C=N/N2CCN(c3ccccn3)CC2)cc1	-84	-3	2	1	14	-27	-9	4
Cc1ccc(NC(=O)CN2C(=O)NC3(CCCCCC3)C2=O)cc1Cl	17	-6	1	3	-10	16	2	0
CCOC(=O)C1CCN(c2cc(=O)n(Cc3ccc(F)cc3)c(=O)[nH]2)CC1	13	11	9	-4	-8	12	-6	3
COc1cccc(CNC(=O)CCC2CCCN(C(=O)C3=CC(=O)CC(C)(C)O3)C2)c1 (stereo not drawn)	2	-16	5	-7	-5	3	8	1
C=CCn1nc(-c2ccccc2)cc1C(=O)OCC	8	-2	-3	-2	-1	0	4	0
COc1ccccc1N1CCN(S(=O)(=O)c2ccc3c(c2)oc(=O)n3C)CC1	8	6	-7	6	-19	9	-6	0
CN(C)c1ccc(/C=[N+](\[O-])C2SC(=S)N(C)C2(C)C)cc1 (stereo not drawn)	6	-6	-8	-7	1	8	-14	3
Cc1ccccc1C(=O)Nc1ccc(N(C)C)c2ccccc12	6	3	7	14	2	10	5	2
O=C(NCC(=O)N(c1ccc(F)cc1)C(C(=O)NC1CCCC1)c1cccnc1)c1ccco1 (stereo not drawn)	9	-12	3	-2	22	6	2	0
CC(C)CC1NC(=O)c2ccccc2-n2c1nc1ccc(Cl)cc1c2=O (stereo not drawn)	nt	nt	3	nt	-7	2	8	nt
CCOc1ccc(N2C(=O)C(Cl)=C(Nc3ccccc3O)C2=O)cc1	6	33	-9	-1	41	-6	24	36*
COc1ccccc1N(CC(=O)N/N=C/c1ccc(SC)cc1)S(C)(=O)=O	-16	-16	6	15	2	11	-2	1
Cc1ccc(S(=O)(=O)CCc2ccncc2)cc1	2	-7	-9	1	-12	6	-10	0
